From PubChem
SW480 rerep – A quantitative high throughput screen for small molecules that induce DNA re-replication in SW480 colon adenocarcinoma cells; SW480 DNA re-replication, Hoechst DNA content imaging, 48 h; Potency, µM (highest dose often 46.1 µM), without a hit: at the top dose re-replication activation, hits mostly activators; hit rate 1.8% among 340,000; AID 624297, 2012; further: potency means the concentration at half of the fitted maximal effect; % of control where 0% means no effect; nearly all actives have a fitted effect of over 55% in size
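Image-based DNA-content assay: after two days of treatment, nuclei were labelled with the DNA dye Hoechst and imaged, and hits were compounds raising the count of nuclei showing high fluorescence intensity.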
WRN helicase inh – qHTS for Inhibitors of WRN Helicase | WRN helicase unwinding, fluorescent forked duplex, kinetic | Potency, µM (top dose mostly 114 µM), without a hit: at the top dose activity change, negative = inhibition, most hits filed as inhibitors | hit rate 0.46% among 360,000; further: potency means the concentration at half of the fitted maximal effect; on the % scale 0 is the no-effect control and ±100 the full control effect; nearly all actives have a fitted effect of over 55% in size
Target sequence (Q14191 whole entry, looked up): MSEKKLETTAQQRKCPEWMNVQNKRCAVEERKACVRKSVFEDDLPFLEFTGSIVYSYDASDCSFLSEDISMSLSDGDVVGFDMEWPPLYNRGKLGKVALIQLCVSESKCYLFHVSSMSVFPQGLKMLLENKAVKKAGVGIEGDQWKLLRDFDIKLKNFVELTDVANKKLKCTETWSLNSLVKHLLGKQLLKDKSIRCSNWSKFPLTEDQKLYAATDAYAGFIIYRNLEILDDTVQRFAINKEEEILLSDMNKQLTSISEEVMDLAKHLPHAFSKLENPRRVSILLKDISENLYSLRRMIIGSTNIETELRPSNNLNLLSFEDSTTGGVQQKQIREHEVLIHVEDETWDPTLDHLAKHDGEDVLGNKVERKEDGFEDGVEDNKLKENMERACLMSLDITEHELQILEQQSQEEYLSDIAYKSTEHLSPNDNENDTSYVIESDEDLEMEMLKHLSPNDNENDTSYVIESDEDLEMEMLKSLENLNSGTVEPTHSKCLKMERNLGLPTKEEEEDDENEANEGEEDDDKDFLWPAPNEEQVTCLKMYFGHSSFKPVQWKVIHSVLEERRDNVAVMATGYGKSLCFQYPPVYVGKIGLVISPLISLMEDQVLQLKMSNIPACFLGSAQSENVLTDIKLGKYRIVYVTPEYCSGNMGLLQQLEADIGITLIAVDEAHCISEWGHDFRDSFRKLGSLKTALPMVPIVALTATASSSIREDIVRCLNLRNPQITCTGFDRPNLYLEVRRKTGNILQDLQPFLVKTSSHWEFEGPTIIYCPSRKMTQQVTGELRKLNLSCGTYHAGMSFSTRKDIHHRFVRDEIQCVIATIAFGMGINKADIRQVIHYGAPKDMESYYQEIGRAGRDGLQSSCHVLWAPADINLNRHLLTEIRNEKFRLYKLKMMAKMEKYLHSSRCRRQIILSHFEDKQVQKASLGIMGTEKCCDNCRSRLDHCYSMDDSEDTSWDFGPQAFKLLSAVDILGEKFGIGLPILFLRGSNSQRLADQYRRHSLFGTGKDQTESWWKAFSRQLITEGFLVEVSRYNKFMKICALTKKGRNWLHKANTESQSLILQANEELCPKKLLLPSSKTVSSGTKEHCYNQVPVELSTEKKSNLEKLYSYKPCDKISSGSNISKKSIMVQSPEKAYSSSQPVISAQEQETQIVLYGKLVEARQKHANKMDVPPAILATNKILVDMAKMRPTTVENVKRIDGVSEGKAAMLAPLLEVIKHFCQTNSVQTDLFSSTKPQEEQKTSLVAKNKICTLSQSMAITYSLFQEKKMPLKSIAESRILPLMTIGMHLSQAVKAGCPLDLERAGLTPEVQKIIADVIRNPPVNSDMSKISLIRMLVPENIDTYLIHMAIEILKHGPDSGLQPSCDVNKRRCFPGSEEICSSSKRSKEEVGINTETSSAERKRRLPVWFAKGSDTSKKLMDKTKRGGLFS
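Primary qHTS, 1536-well format. 20 nM WRN + compound, 15 min RT; start with 100 nM forked fluorophore/quencher duplex, 2 mM ATP (final); kinetic read ex 525/em 598 nm.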
ATXN2 expr inh – Primary qHTS for Inhibitors of ATXN expression | HEK-293 ATXN2-luciferase reporter, luminescence, 24 h | AID 1745845, 2022 | hit rate 0.72% among 360,000 | Potency, µM (highest dose often 57 µM), for inactives: at the top dose activity change, negative = inhibition, usual class: inhibitors; further: potency means the concentration at half of the fitted maximal effect; on the % scale 0 is the no-effect control and ±100 the full control effect; nearly all actives have a fitted effect of over 55% in size
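ATXN2-luciferase reporter cells (luciferase flanked by upstream and downstream ATXN2 gene portions) were treated 24 h at 37 °C with compounds at up to 57 uM. SteadyGlo luminescence gave expression; GF-AFC fluorescence gave viability.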
KB-V1 cytotox – qHTS assay for MDR1-selective chemotherapeutics: Primary screen using the drug-selected MDR subline cells KB-V1; KB-V1 MDR cells viability, CellTiter-Glo, 72 h; Potency, µM (doses to about 46.1 µM), without a hit: top-dose activity change, negative = cytotoxicity, hits mostly cytotoxic; hit rate 3.4% among 400,000; further: potency means the concentration at half of the fitted maximal effect; on the % scale 0 is the no-effect control and ±100 the full control effect; nearly all actives have a fitted effect of over 60% in size
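qHTS viability screen in drug-selected KB-V1 MDR cells: 72 h compound treatment at 37 degrees C, ATP luminescence end point.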
HT1080 IDH1KD tx – qHTS for induction of synthetic lethality in tumor cells producing 2HG: qHTS for the HT-1080-IDH1KD cell line; HT-1080 IDH1 knockdown viability, ATP luminescence, 48 h; Potency, µM (doses to about 46.1 µM), inactives show at the highest dose activity, negative = toxicity, usual class: cytotoxic; hit rate 2% among 360,000;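 further: potency means the concentration at half of the fitted maximal effect; 0% = DMSO wells and -100% = cell-free medium wells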
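HT-1080-IDH1KD cells (IDH1 knocked down), 750/well in RPMI with 5% FBS, treated with compound 48 h at 37 degrees C. Viability by CellTiter-Glo luminescence, normalised to DMSO and no-cell wells; concentration-response curves classed.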
MCF10A rerep – A quantitative high throughput screen for small molecules that induce DNA re-replication in MCF 10a normal breast cells; MCF 10A DNA re-replication, Hoechst nuclear intensity, 48 h; Potency, µM (doses to about 46.1 µM), for inactives: at the highest dose activity, positive = re-replication, hits mostly activators; hit rate 2.9% among 350,000; further: potency means the concentration at half of the fitted maximal effect; % of control where 0% means no effect; nearly all actives have a fitted effect of over 50% in size
KB-3-1 cytotox – qHTS assay for MDR1-selective chemotherapeutics: Primary screen using the parental adenocarcinoma cell KB-3-1; Potency, µM (series often up to 46.1 µM), without a hit: top-dose activity change, negative = cytotoxic, actives largely listed as cytotoxic; hit rate 1.4% among 400,000; KB-3-1 viability, CellTiter-Glo ATP luminescence, 72 h; AID 1347075, 2019; further: potency means the concentration at half of the fitted maximal effect; on the % scale 0 is the no-effect control and ±100 the full control effect; nearly all actives have a fitted effect of over 60% in size
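Cytotoxicity in the drug-sensitive parental line KB-3-1 was scored as loss of CellTiter-Glo luminescence following 72 h incubation with compound. Values come from curve fitting of normalized concentration-response data.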
HT1080-NT tox – qHTS for induction of synthetic lethality in tumor cells producing 2HG: qHTS for the HT-1080-NT fibrosarcoma cell line; AID 686970, 2013; hit rate 1.6% among 360,000; Potency, µM (titrated, usually from 46.1 µM), without a hit: at the highest dose activity, negative = less viability, usual class: cytotoxic; HT-1080-NT fibrosarcoma viability, CellTiter-Glo ATP luminescence, 48 h;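 further: NT is the 2HG producing partner of a matched IDH1 knockdown line; potency means the concentration at half of the fitted maximal effect; 0% = DMSO-treated cells and -100% = media-only wells without cells; nearly all actives have a fitted effect of over 55% in size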
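Toxicity toward the 2HG-producing NT line was scored as %Activity, normalised to DMSO and no-cell wells, from CellTiter-Glo luminescence after 48 hours' treatment.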
IL-1B inflam inh – qHTS for Inhibitors of Inflammasome Signaling: IL-1-beta AlphaLISA Primary Screen | THP-1 LPS/ATP IL-1B secretion, AlphaLISA, 16 h; stronger effect = lower value | activity change, % at 57.5 µM | hit rate 4.7% among 360,000; in the data active means activity change below about -50%; inconclusive means mostly about -30% to -49%; further: on the % scale 0 is the no-effect control and ±100 the full control effect
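Secreted IL-1B measured by AlphaLISA bead assay after 16 h compound exposure of THP-1 cells; compounds (final up to 57.5 uM) added 1 h before LPS (250 ng/mL) and ATP (1.25 mM) stimulation; lower signal means less secretion.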
Starred values were filed as active, the others as inactive; i = inactive; u = inconclusive; x = no result given; & = joins results of further samples; [ ] = another dose, or the depositor's remark. Unless noted, the call rests on the fitted dose curve; in most records, active means well fitted curve in the direction sought with a large enough effect; inconclusive means small, poorly fitted or top-dose-only effect, or another doubt; inactive means no such curve, though single readings can be large; an effect the other way counts as inactive or inconclusive.

SMILES	SW480 rerep	WRN helicase inh	ATXN2 expr inh	KB-V1 cytotox	HT1080 IDH1KD tx	MCF10A rerep	KB-3-1 cytotox	HT1080-NT tox	IL-1B inflam inh
O=C(NCc1cccnc1)c1csc([C@@H]2O[C@H](CO)[C@H](O)[C@H](O)[C@H]2O)n1	x	2.9%	2.2%	4.1%	18.3%	x	0.0%	0.9%	5.3
Cc1ccc2cc(CN(Cc3ccc4c(c3)OCO4)Cc3nnnn3Cc3ccco3)c(=O)[nH]c2c1	-7.3%[9.22 µM]	-0.8%	-0.5%	-19.6%	-4.2%	u	u	-0.7%	-52.7*
COC(=O)c1ccc(-c2noc(CN(Cc3ccccn3)CC3CCCO3)n2)cc1 (configuration not stated)	-5.3%	7.5%	-14.3%	5.9%	7.0%	4.4%	15.6%	0.8%	50.9
Cc1ccc(C)c(NC(=O)CCN2CCN(CCO)CC2)c1	u	2.4%	4.9%	u	-4.8%	-2.7%	13.0%	-1.6%	-4.9
CC(C)CCN1C(=O)c2ccc(C(=O)Nc3ccccn3)cc2C1=O	-37.0%[inhibitor]	-12.9%	-11.1%	-9.7%	-13.0%	-10.1%	0.0%	-11.5%	i
CCOc1ncccc1C(=O)Nc1ccc(C(=O)Nc2ccc(OC)cc2)cc1	3.5%	6.8%	-34.3%	-1.9%	u	3.4%	4.6%	u	-3.6
COc1ccc(CNC(=O)CSc2n[nH]c(N)n2)cc1	1.4%	-1.5%	-18.0%	4.6%	-7.7%	-3.1%	1.9%	1.3%	24.3
COc1ncccc1C(=O)N1CCCC(N2CCN(c3cccc(Cl)c3)CC2)C1 (configuration not stated)	-9.0%	4.5%	-25.5%	-16.7%	-2.4%	8.6%	0.0%	-15.2%	0.0
C=CCC1(C(=O)N(C)Cc2ccccc2)CCN(C(=O)OC(C)(C)C)CC1	-7.1%	1.9%	-26.6%	-13.5%	-5.7%	-0.8%	1.5%	1.4%	-21.2
Cc1cc(C)c2nc(-c3ccccn3)cc(C(=O)Nc3ccc(S(=O)(=O)Nc4onc(C)c4C)cc3)c2c1	4.4%	39.8µM*	-4.2%	u	-24.4%	u	-1.7%	-24.8%	3.5
CC(C)C(NC(=O)c1ccc(Cl)c([N+](=O)[O-])c1)C(=O)NCc1ccccn1 (configuration not stated)	-8.4%	0.6%	0.7%	-10.1%	12.9%	5.3%	3.4%	7.8%	-11.8
CSc1nsc(SCC(=O)Nc2ccc(F)cc2F)n1	-0.2%	-1.7%	30.4%	13.6%	-10.2%	1.7%	9.2%	-3.8%	8.1
Cc1ccccc1Sc1ccc(N)cn1	-4.0%	2.6%	x	10.5%	-1.5%	9.4%	0.0%	2.5%	0.0
Cc1ccc(-c2nc3ccccc3c(=O)n2CCCN2CCOCC2)cc1	-4.5%	0.7%	-15.5%	0.0%	2.1%	0.7%	-6.1%	-1.9%	5.4
CCOC(=O)c1cc(NC(=O)Nc2nccs2)c(C)nc1C	-4.9%	-1.1%	-5.9%	u	13.4%	0.5%	u	14.6%	14.9
CCn1ccnc1CN(C)Cc1cn(C)nc1-c1ccccc1F	1.1%	4.4%	-12.9%	-5.0%	6.3%	1.9%	-0.2%	8.5%	-5.3
CCCn1cnc2c(N)c(C)c(C)cc21	-7.3%	1.8%	7.2%	-2.9%	2.4%	-0.7%	-1.9%	3.8%	-9.9
COC(CNC(=O)C1CCN(C(=O)c2cc3oc(C)cc3n2Cc2c(F)cccc2Cl)CC1)OC	-36.8%[inhibitor]	0.1%	-10.4%	8.2µM*	-15.6%	0.0%	u	3.5%	0.0
Cc1ccc(S(=O)(=O)N2CCN(C(=O)/C=C/c3ccco3)CC2)cc1	2.8%	-31.8%	-10.0%	1.9%	7.8%	-10.2%	-6.1%	11.6%	-15.0
Cc1cc(C)c(S(=O)(=O)c2ccccc2C)c(OCCO)n1	-3.1%	1.9%	-9.3%	-6.3%	15.0%	-0.9%	18.3%	12.0%	15.5
COc1cc(S(=O)(=O)N2CCN(c3ccccc3)CC2)ccc1F	0.4%	3.5%	8.9%	u	1.5%	3.3%	-1.3%	16.0%	16.6
COc1cccc(S(=O)(=O)N(C)C[C@@H]2OCc3cn(nn3)CCCC(=O)N([C@@H](C)CO)C[C@H]2C)c1	x	1.9%	-3.9%	-12.9%	1.7%	x	-15.2%	-1.6%	6.6
Cc1ccc(NC(=O)CC2SC3=NCCCN3C2=O)c(C)c1 (configuration not stated)	u	3.4%	4.5%	26.2%	0.2%	u	7.1%	1.2%	0.0
O=C(COc1ccccc1)Nc1nccs1	-2.5%	4.3%	2.6%	3.4%	23.6%	-2.7%	-0.9%	0.0%	-2.9
COC(=O)CCN(C(=O)c1ccc2c(c1)OCO2)c1ccccn1	0.2%	5.9%	-34.4%	-10.9%	10.2%	0.3%	5.0%	4.2%	-2.5

Brought forward from above: 4 compounds, then new ones.
SMILES	SW480 rerep	WRN helicase inh	ATXN2 expr inh	KB-V1 cytotox	HT1080 IDH1KD tx	MCF10A rerep	KB-3-1 cytotox	HT1080-NT tox	IL-1B inflam inh
COc1cccc(S(=O)(=O)N(C)C[C@@H]2OCc3cn(nn3)CCCC(=O)N([C@@H](C)CO)C[C@H]2C)c1	x	1.9%	-3.9%	-12.9%	1.7%	x	-15.2%	-1.6%	6.6
Cc1ccc(NC(=O)CC2SC3=NCCCN3C2=O)c(C)c1 (configuration not stated)	u	3.4%	4.5%	26.2%	0.2%	u	7.1%	1.2%	0.0
O=C(COc1ccccc1)Nc1nccs1	-2.5%	4.3%	2.6%	3.4%	23.6%	-2.7%	-0.9%	0.0%	-2.9
COC(=O)CCN(C(=O)c1ccc2c(c1)OCO2)c1ccccn1	0.2%	5.9%	-34.4%	-10.9%	10.2%	0.3%	5.0%	4.2%	-2.5
O=C(NC(=S)NC1CCCCCC1)c1cncc(Br)c1	0.2%	-6.0%	106.7%[activator]	u	21.4%	u	5.5%	4.3%	0.0
CCOc1ccc(S(=O)(=O)NCc2ccncc2)cc1	0.4%	16.9%	-18.3%	0.651µM*	-17.7%	6.7%	0.82µM*	-16.3%	-11.8
COc1ccc(C(=O)Nc2ccc(O)c3c(=O)cc(-c4cccc(Cl)c4)oc23)cc1	-1.5%	-6.4%	-18.6%	2.2%	u	u	-2.8%	u	49.2
O=C(NCCc1cccs1)C1CCC(=O)N(CCc2cccc(F)c2)C1 (configuration not stated)	3.4%	-1.2%	5.4%	-17.3%	24.5%	0.7%	4.9%	14.3%	11.4
CCN(C(=O)COC(=O)c1ccccc1Oc1ccccc1)c1c(N)n(Cc2ccccc2)c(=O)[nH]c1=O	3.7%	8.1%	-6.3%	-15.4%	-2.6%	7.6%	3.4%	2.1%	-3.3
Nn1c(SCCOc2ccc(Cl)cc2)nnc1-c1cccnc1	-1.8%	-5.0%	-29.7%	-21.4%	-1.8%	8.4%	18.2%	-10.4%	-12.9
Cc1occc1-c1nnc(SCC(=O)N(C)CCC#N)n1N	0.7%	10.9%	-10.1%	-11.0%	0.1%	0.3%	-3.0%	8.2%	4.4
O=C([O-])c1ccccc1-[n+]1c(-c2ccccc2)cc(-c2ccccc2)cc1-c1ccccc1	-6.9%	-3.5%	-28.7%	12.6%	-16.8%	-8.9%	-27.7%	-14.8%	10.0
O=C(NNC(=O)c1ccccc1[N+](=O)[O-])Nc1ccc(Cl)cc1	-8.7%	1.1%	3.4%	0.0%	11.4%	3.1%	11.5%	3.5%	-6.7
O=C1SC(SC(=Nc2ccccc2)Nc2ccccc2)C(=O)N1c1ccccc1 (configuration not stated)	7.7%&10.9%	-14.7%&-33.8%	23.7%&86.7%	8.1%&16.9%	0.5%&-7.1%	-7.0%&-3.4%	u	0.2%&1.4%	-10.2&-10.5
Cc1ccc(OCCC(=O)NNC(=O)c2nn(C)c(=O)c3ccccc23)cc1	-5.7%	2.3%	6.0%	u	16.5%	-0.7%	u	4.5%	-10.0
COc1ccc2c(CC(=O)NC3CCCc4ccccc43)coc2c1 (configuration not stated)	3.4%	u	-11.5%	-8.3%	2.3%	17.5%	2.8%	5.1%	-1.7
CCCCOc1ccc(S(=O)(=O)NC(=O)C2(C)CCN2C(=O)Cc2cccs2)cc1 (configuration not stated)	x	-3.5%	2.0%	3.1%	-0.1%	x	0.0%	15.0%	0.0
COC(=O)[C@@]12CCCCN1[C@H](c1ccc(-c3cccc(Cl)c3)cc1)[C@H]1C(=O)N(C)C(=O)[C@H]12	-0.8%	-1.0%	u	u	1.2%	7.8%	u	-0.1%	-7.5
Cc1ccc(NC(=O)CS(=O)(=O)c2c[nH]c3ccccc23)c(C)c1	3.1%	-5.2%	7.3%	-4.3%	-5.9%	4.5%	10.3%	-14.8%	-12.6
COC(=O)c1ccc(N(CC(=O)NC2CCCCC2)C(=O)CNC(=O)c2ccco2)cc1	-7.9%	9.5%	-1.5%	6.3%	1.6%	-1.3%	u	0.0%	9.8
CC(=O)Oc1ccc(-c2csc(Nc3cccnc3)n2)cc1	-4.0%	-1.6%	17.7%	-13.7%	-18.4%	-1.6%	-4.4%	-2.4%	-16.5

No enrichment for hits (roughly 12% active in at least one column).
